Statin myotox sup: suppression of simvastatin myotoxicity; AID 602340; 330,000 tested, 0.78% active; C2C12 myotubes + simvastatin, ATP luminescence, 48 h; scaled: DMSO 0, geranylgeraniol control 100; rescue of ATP level, % at 7.49 µM;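 active = mean ATP rescue above about 67%, or every replicate alone reaching that limit, limit read from the data, passing the limit was not always enough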;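 note: myotubes were challenged with 10 µM simvastatin during compound exposure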
LGR2 antag: blocks bursicon-induced cAMP signaling via Drosophila LGR2. HEK293 LGR2, CRE-luciferase, bursicon-stimulated, 4 h. inhibition, % at 9.99 µM. 380,000 tested, 0.35% active;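 active = drop in luminescence signal, shown as inhibition above about 50% in the replicate tests, limit read from the data, passing the limit was not always enough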;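 note: agonist challenge used bursicon conditioned medium at about half maximal strength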
SIRT5 inh: inhibitors of human sirtuin-5 desuccinylase | Q9NXA8 | Purified SirT5, succinyl-peptide AMC, trypsin-coupled fluorescence | inhibition, % at 15 µM | 330,000 tested, 1.1% active; in the data active = inhibition above about 15%
S100A4 inh HTS: blocks human S100A4 binding to myosin IIA peptide | P26447 | S100A4/TAMRA-MyoIIA peptide fluorescence polarization | inhibition, % at 10.7 µM | 360,000 tested, 0.14% active;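 active = mean inhibition of at least 70% across replicates, with every replicate also reaching that level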
Target sequence (P26447 whole entry, looked up): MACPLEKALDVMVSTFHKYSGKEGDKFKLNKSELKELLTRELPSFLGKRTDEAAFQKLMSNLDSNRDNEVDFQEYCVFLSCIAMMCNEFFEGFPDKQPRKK
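Material: human S100A4 monomer with TAMRA-labelled myosin IIA peptide; buffer or medium: HEPES pH 7.2 with CaCl2, KCl, NaCl, DTT, Triton; compound dosing: one concentration per compound; schedule: 5 min incubation before reading; benchmarks: neutral control DMSO, positive control TFP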
PGC1a acetyl inh: modulators of PGC1a acetylation. 350,000 tested, 0.17% active. U2OS PGC1a acetylation, AlphaScreen anti-acetyl-lysine; with virally co-expressed GCN5 acetyltransferase. inhibition, % at 15.6 µM;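 active = every replicate shows inhibition of at least 40%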;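 note: 0% = neutral control wells and 100% = positive control wells; some results beyond the cut were filed as inactive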
ERAP1 inh: inhibitors of human ERAP1 aminopeptidase. Q9NZ08. recombinant ERAP1, Leu-AMC fluorescence, 60 min. inhibition, % at 10.7 µM. 340,000 tested, 0.15% active. AID 652197;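 active = mean replicate inhibition of at least 30%, or all replicates individually reaching that 30% level; inactive = mean below 30% and not every replicate reaching it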;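 note: 0% = neutral control wells and 100% = L-leucinethiol positive control wells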
Target sequence (Q9NZ08 whole entry, looked up): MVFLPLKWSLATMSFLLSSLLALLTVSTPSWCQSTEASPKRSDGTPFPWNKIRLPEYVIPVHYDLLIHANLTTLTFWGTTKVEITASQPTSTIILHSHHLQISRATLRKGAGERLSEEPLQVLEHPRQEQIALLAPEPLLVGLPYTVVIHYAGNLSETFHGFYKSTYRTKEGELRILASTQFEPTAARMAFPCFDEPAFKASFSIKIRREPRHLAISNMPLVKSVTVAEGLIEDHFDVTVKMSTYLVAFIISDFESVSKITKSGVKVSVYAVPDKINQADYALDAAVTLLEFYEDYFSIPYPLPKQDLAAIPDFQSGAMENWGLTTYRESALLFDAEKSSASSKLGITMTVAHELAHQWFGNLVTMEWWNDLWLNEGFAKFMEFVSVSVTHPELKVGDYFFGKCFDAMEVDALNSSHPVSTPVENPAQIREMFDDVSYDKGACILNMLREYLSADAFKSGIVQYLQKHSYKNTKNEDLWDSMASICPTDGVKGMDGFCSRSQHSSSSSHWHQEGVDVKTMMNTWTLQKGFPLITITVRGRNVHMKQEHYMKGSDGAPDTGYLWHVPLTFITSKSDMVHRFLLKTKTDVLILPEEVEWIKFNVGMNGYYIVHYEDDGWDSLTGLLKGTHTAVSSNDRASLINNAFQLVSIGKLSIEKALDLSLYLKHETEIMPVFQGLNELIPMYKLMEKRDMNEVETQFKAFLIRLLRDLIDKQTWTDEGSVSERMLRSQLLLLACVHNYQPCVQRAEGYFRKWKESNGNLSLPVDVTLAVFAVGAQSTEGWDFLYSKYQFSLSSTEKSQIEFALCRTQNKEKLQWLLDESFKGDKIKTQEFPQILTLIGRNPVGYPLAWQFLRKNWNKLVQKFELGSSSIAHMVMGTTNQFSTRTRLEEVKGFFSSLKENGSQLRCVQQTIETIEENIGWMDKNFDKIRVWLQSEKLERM
Cneo AK release: causes C. neoformans cell lysis. 360,000 tested, 0.2% active. adenylate kinase release luminescence, 4 h; normalised: neutral wells 0, clomiphene wells 100. AID 651654. lysis activity, % at 15 µM;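 active = mean lysis activity across replicates of at least 80%, whatever share of replicates individually reach that level; inactive = mean lysis activity below 80%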
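Material: C. neoformans cells; Schedule: 4 h static compound exposure, 37 °C, read 1 h post-reagent; Measured by: adenylate kinase release luminescence; Read-out: signal increase indicating cell lysis; Controls: Clomiphene as positive lysis control.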
XiGFP reactiv: reactivates the inactive X chromosome in mouse fibroblasts | XiGFP mouse fibroblasts, % GFP-positive cells imaging, 3 d; cells co-treated with 5-aza-dC sensitizer; scaled so ellipticine positive control = 100% | activation, % at 7.58 µM | 360,000 tested, 0.055% active;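 active = mean normalized replicate activation at least 10% and every replicate at or above 10%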;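 note: 0% = median of on-plate neutral control wells and 100% = ellipticine 6 µM median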
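System: 68-5-11 XiGFP fibroblast line; Timing: 3 days compound exposure; Compound dosing: one concentration, pinned; Benchmarks: positive control ellipticine, 6 µM final; Buffer or medium: DMEM containing 5-aza-dC.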
Starred values were filed as active, the others as inactive; / = not tested or not shown; & = joins results of further samples. Only part of the results is shown; count on the stated rates, not on these rows.

# | Structure | SIRT5 inh | Cneo AK release | S100A4 inh HTS | LGR2 antag | PGC1a acetyl inh | Statin myotox sup | ERAP1 inh | XiGFP reactiv
1 | O=S(=O)(c1cnc[nH]1)N1CCN(C(c2ccc(F)cc2)c2ccc(F)cc2)CC1 | -2 | 0 | -4 | 16 | -12 | 6 | 0 | 0.0
2 | O=[N+]([O-])c1cc(-c2ccn[nH]2)ccc1Cl | 1 | / | -2 | 11 | -3 | / | -2 | 0.0
3 | Cc1ccc(C(C)C)c(OC/C(O)=C(\C#N)c2nc3ccccc3[nH]2)c1 | -4 | / | -3 | 7 | 0 | -53 | -1 | 0.1
4 | COc1ccc2c(c1)C(=O)Nc1cc(Cl)ccc1N2 | -5 | 3 | -10 | / | -10 | / | -9 | -0.1
5 | O=C(C[C@H]1C[C@H]2c3cc(NC(=O)NC4CCCCC4)ccc3O[C@H]2[C@H](CO)O1)NCc1ccccn1 | -2 | -1 | 16 | -1 | 10 | 0 | 0 | 0.2
6 | CCCCNC(=O)[C@@H]1CCCN1S(=O)(=O)c1cccc2cccnc12 | / | -2 | -14 | -2 | -2 | 2 | -1 | 0.0
7 | CCN(CC)C(=O)[C@H]1C[C@H](CC(=O)NC(C)(C)C)C(=O)N2CCc3c([nH]c4cc(CCC(=O)N(C)C)ccc34)[C@]12C | 31* | 2 | -2 | 1 | / | 9 | -3 | 0.0
8 | COc1ccc(CN(C)C(=O)COC(=O)c2c(-c3ccccc3Cl)noc2C)cc1 | -5 | 0 | 2 | 4 | / | -2 | -1 | 0.2
9 | C[C@@H]1CN([C@H](C)CO)C(=O)Cc2cc(NC(=O)C3CCCCC3)ccc2O[C@@H]1CN(C)C(=O)NC1CCCCC1 | -2 | -1 | 10 | 3 | 4 | 5 | -2 | 0.0
10 | O=C(COc1ccccc1-c1ccccc1)NNC(=O)NC1CCCCC1 | 0 | / | 8 | 31 | / | / | 0 | 0.0
11 | O=C(NC1CC1)C1=C[C@@H](c2ccc(C(F)(F)F)cc2)C[C@@H](OCc2ccc(CO)cc2)O1 | / | 5 | / | 9 | -12 | -9 | / | 0.1
12 | Oc1ccccc1Cn1nnc2ccccc21 | 0 | -2 | -7 | -3 | -13 | 3 | 1 | 0.0
13 | COc1cccc(CN2CCN(Cc3cc4ccccc4o3)CC2CCO)c1 (stereo unspecified) | 4 | -1 | 0 | -6 | / | 11 | -4 | 0.0
14 | O=C(Nc1ccccc1)N1CCCCN2[C@@H](CO)[C@H](c3ccc(-c4ccccc4)cc3)[C@@H]2C1 | -1 | 0 | 11 | 9 | -13 | / | -1 | 0.0
15 | O=C(CSc1ccccc1)NCC(c1ccco1)N1CCCCC1 (stereo unspecified) | 1 | -1 | 7 | 8 | 7 | 14 | 0 | -0.1
16 | COCC#Cc1ccc2c(c1)O[C@H](CN(C)C(=O)C1CCC1)[C@@H](C)CN([C@@H](C)CO)S2(=O)=O | -1 | -1 | 8 | 5 | -3 | -5 | 1 | -0.1
17 | CCOC(=O)c1ccc(N/C(=N/S(=O)(=O)c2ccccc2)c2ccccc2)cc1 | 1 | 3 | 3 | 13 | -6 | / | 1 | 0.0
18 | C=CCNC(=S)NCC=C | 0 | 18 | 0 | 4 | 3 | 12 | -2 | /
19 | COc1ccccc1NS(=O)(=O)c1ccc(C(=O)N2CCCCCC2)cc1 | / | / | -1 | -11 | / | / | 1 | 0.0
20 | CCOC(=O)c1ccc(-c2ccc(/C=N/NC(=O)Cc3nnc(N)s3)o2)cc1 | 0 | / | 1 | -85 | / | / | / | 0.0
21 | CCCN1C(=O)C2(OCCO2)c2cc(Cl)ccc21 | / | 1 | -4 | 7 | / | -4 | -3 | 0.1
22 | CCC(=O)N(C)C[C@H]1Oc2cc(-c3cccc(C#N)c3)ccc2S(=O)(=O)N([C@H](C)CO)C[C@H]1C | -2 | 0 | 5 | -10 | 3 | / | 2 | 0.4
23 | COc1ccc(OC)c(/C=N/NC(=O)c2cnccn2)c1 | 1 | / | -3 | 2 | 6 | / | 7 | 0.0
24 | CCNC(=O)C[C@@H]1CC[C@H](NC(=O)C2CC2)[C@@H](CO)O1 | 0 | -2 | -2 | 9 | -1 | 1 | -1 | 1.0
25 | C[C@@H](NC(=O)[C@@H]1[C@@H](CO)[C@@H]2Cn3c(ccc(-c4cccnc4)c3=O)[C@H]1N2C)c1ccccc1 | -11 | 1 | 2 | -3 | / | 24 | -2 | 0.0

Gathered by group: those above containing a Cl atom (4)
# | Structure | SIRT5 inh | Cneo AK release | S100A4 inh HTS | LGR2 antag | PGC1a acetyl inh | Statin myotox sup | ERAP1 inh | XiGFP reactiv
2 | O=[N+]([O-])c1cc(-c2ccn[nH]2)ccc1Cl | 1 | / | -2 | 11 | -3 | / | -2 | 0.0
4 | COc1ccc2c(c1)C(=O)Nc1cc(Cl)ccc1N2 | -5 | 3 | -10 | / | -10 | / | -9 | -0.1
8 | COc1ccc(CN(C)C(=O)COC(=O)c2c(-c3ccccc3Cl)noc2C)cc1 | -5 | 0 | 2 | 4 | / | -2 | -1 | 0.2
21 | CCCN1C(=O)C2(OCCO2)c2cc(Cl)ccc21 | / | 1 | -4 | 7 | / | -4 | -3 | 0.1

New compounds follow
# | Structure | SIRT5 inh | Cneo AK release | S100A4 inh HTS | LGR2 antag | PGC1a acetyl inh | Statin myotox sup | ERAP1 inh | XiGFP reactiv
26 | COc1ccc(C(=O)Nc2ccccc2N2CCCCC2)cc1[N+](=O)[O-] | 0 | / | 0 | 7 | / | / | -1 | 0.5
27 | O=C(Nc1cnn(Cc2ccc(Cl)cc2)c1)c1cccs1 | -2 | / | 2 | -15 | 5 | / | 3 | 0.0
28 | C[C@@H]1CCCCO[C@@H](CN(C)Cc2ccc(Cl)c(Cl)c2)[C@H](C)CN([C@@H](C)CO)C(=O)c2cc(NC(=O)Nc3cccc4ccccc34)ccc2O1 | -5 | 1 | 62 | 19 | -13 | / | 0 | -0.8
29 | CCC(=O)N(C)C[C@@H]1[C@H](c2ccc(-c3cccnc3)cc2)[C@H](CO)N1C(C)=O | 1 | 6 | 6 | 10 | 10 | 14 | -1 | 0.0
30 | O=C(Cc1ccccc1)N1CCN=C1SCc1cccc([N+](=O)[O-])c1 | -3 | / | -1 | 14 | / | / | 1 | 0.1
31 | c1ccc2c(c1)nc(N1CCCCCC1)c1nncn12 | / | 0 | -1 | 1 | / | 9 | 3 | 0.0
32 | COc1ccc(S(=O)(=O)Nc2ccc3c(c2)C(=O)N([C@@H](C)CO)C[C@H](C)[C@H](CN(C)CC2CCCCC2)O3)cc1 | 0 | 0 | 1 | 6 | 0 | 0 | 2 | 0.1
33 | O=C(CC1CCCC1)Nc1ccc(Cl)c(S(=O)(=O)N2CCOCC2)c1 | -6 | -4 | 3 | 6 | 3 | -1 | -5 | 0.0
34 | S=C(NCC1CCCO1)N1CCN(c2nc(-c3ccc(Cl)cc3)cs2)CC1 (stereo unspecified) | 1 | 2 | 2 | 12 | / | 9 | -2 | -0.1
35 | C[C@@H]1CCCCO[C@H](CN(C)C(=O)C2CCCCC2)[C@H](C)CN([C@H](C)CO)C(=O)c2cc(NC(=O)CCC(F)(F)F)ccc2O1 | 1 | 2 | 3 | 6 | 3 | / | -6 | 0.2
36 | C=CCOc1ccc(Br)cc1CNC(C)(C)C | -4 | / | 0 | 1 | / | / | -3 | 0.0
37 | CCOC(=O)C1=CNS(=O)(=O)NC1c1ccc(C(F)(F)F)cc1 (stereo unspecified) | / | 0 | -12 | 7 | 4 | 1 | / | 0.0
38 | Cc1cccc(N2CCN(S(=O)(=O)c3c(C)[nH]c(C)c3C(=O)N3CCCC3)CC2)c1C | -3 | 6 | 0 | -6 | -1 | 1 | 3 | 0.0
39 | NS(=O)(=O)c1ccc(NC(=O)C(Sc2ccccc2)c2ccccc2)cc1 (stereo unspecified) | -2 | 0 | -2 | 8 | / | 1 | -5 | 0.0
40 | O=C(Nc1cc(Cl)cc(Cl)c1)N[C@@H]1CC[C@H](CCNS(=O)(=O)c2cccc(F)c2)O[C@H]1CO | 2 | -6 | 0 | -10 | 3 | -7 | -1 | 0.2
41 | C[C@H](CO)N1C[C@H](C)[C@H](CN(C)Cc2ccc(Oc3ccccc3)cc2)Oc2ccc(NC(=O)Nc3cccc4ccccc34)cc2CC1=O | -5 | -3 | -5 | -24&-4 | -16 | 5 | 5 | -1.0&0.1
42 | Cc1ccc(S(=O)(=O)N2[C@@H](CO)CO[C@H]2CC(=O)c2cccs2)cc1 | 0 | / | 3 | 13 | / | / | 1 | /
43 | Cc1cc2nn(-c3cccc4ccccc34)nc2cc1NC(=O)c1cccs1 | -5 | 2 | 2 | -15 | / | 0 | -1 | /
44 | CCNS(=O)(=O)c1ccc(-c2ccc(-n3cnnn3)cc2)cc1 | -4 | -1 | -17 | -18 | 6 | -3 | -3 | 0.0
45 | CC(=O)NC1=NN(C(C)=O)C(C)(c2cccc([N+](=O)[O-])c2)S1 (stereo unspecified) | -2 | / | -5 | 11 | 9 | / | -2 | 0.0
46 | C(=C\c1ccccc1)/CN1CCN(Cc2nc(Cc3ccccc3)no2)CC1 | 1 | / | -1 | -5 | / | / | -4 | 0.0
47 | COc1cccc(CNC(=O)[C@H]2[C@H](CO)[C@H]3Cn4c(ccc(-c5cccnc5)c4=O)[C@H]3N2C)c1 | -5 | -1 | 14 | 16 | / | -10 | -1 | 0.2
48 | CC(=O)c1ccc(-c2ccc(Cn3c(C)nc4cc(N)c(C)nc43)cc2)cc1 | 1 | / | -2 | -15 | / | / | -1 | 0.3
49 | O=C(CN1CCOCC1)NNC(=S)Nc1ccccc1 | 0 | / | -4 | 28 | / | / | 0 | 0.0
50 | COc1ccc(OCCCn2cccc2/C=C2/C(=N)N3OC(C)=CC3=NC2=O)cc1 | 1 | / | 3 | 12 | / | / | 0 | 0.1

SIRT5 inh: hit marks shown above.
#	molecule	SIRT5 inh	S100A4 inh HTS	LGR2 antag	PGC1a acetyl inh	ERAP1 inh
7	CCN(CC)C(=O)[C@H]1C[C@H](CC(=O)NC(C)(C)C)C(=O)N2CCc3c([nH]c4cc(CCC(=O)N(C)C)ccc34)[C@]12C	31*	-2	1	/	-3

(list continues)
# | Structure | SIRT5 inh | Cneo AK release | S100A4 inh HTS | LGR2 antag | PGC1a acetyl inh | Statin myotox sup | ERAP1 inh | XiGFP reactiv
51 | Cc1ccc(S(=O)(=O)N2CCC(=O)N([C@H](COCc3cccc(C(F)(F)F)c3)C(C)C)CC2)cc1 | / | / | -4 | 13 | / | / | 1 | 0.1
52 | CC(=O)N1CC(=O)N2[C@@H](CO)[C@H](c3ccc(-c4ccc(C)cc4)cc3)[C@@H]2C1 | 4 | / | -2 | 20 | -3 | / | 0 | 0.1
53 | C[C@@H](O)C#Cc1cnc2c(c1)C(=O)N([C@@H](C)CO)C[C@H](C)[C@H](CN(C)CC1CC1)O2 | / | / | / | -14 | 12 | -9 | / | -1.0
54 | CCS(=O)(=O)N1Cc2ccccc2CC1C(=O)Nc1nc2ccccc2s1 (stereo unspecified) | / | -2 | / | 58* | -10 | / | / | 0.0
55 | CC(=O)Nc1ccc(NC(=O)C(C)OC(=O)CCC2CCCC2)cc1 (stereo unspecified) | 0 | 0 | -9 | -6 | / | / | 2 | 0.0
56 | C[C@@H]1CN([C@H](C)CO)C(=O)c2cc(NS(=O)(=O)c3cccs3)ccc2O[C@@H]1CN(C)S(=O)(=O)c1cccs1 | / | / | / | -8 | 0 | 1 | / | -0.6
57 | CCOC(=O)CNC(=O)CSc1nc(-c2ccccc2)ns1 | -7 | / | 3 | 13 | -4 | / | -3 | 0.0
58 | COc1ccc(/C=C/C(=O)OCC(=O)c2ccccc2F)cc1 | 4 | / | -2 | -83 | / | / | -1 | 0.1

High-throughput results deposited in PubChem BioAssay by Broad Institute.
